Tau fluor cs: counter-screen for tau fibril formation inhibitors. AID 1463. Potency, µM (series often up to 57.7 µM), for the others: at the highest dose activity change, negative = decrease. 0.93% of 280,000 active. tau K18 P301L Alexa594 fluorescence, heparin fibrillization; note: % is set by controls: 0 for no effect and ±100 for the full control effect; nearly all actives have a fitted effect of over 55% in size
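Human K18 P301L tau (15 uM unlabeled plus 0.24 uM Alexa 594-labeled, final) in 100 mM sodium acetate pH 7 was mixed with compound and 20 uM heparin and incubated 6 hr at 37 C.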
RECQ1 inh: RECQ1 (human) helicase inhibition | RECQ1 DNA unwinding, red fluorescence kinetic read | Potency, µM (titrated, usually from 57.3 µM), without a hit: top-dose activity, negative = inhibition, most hits filed as inhibitors | 0.54% of 240,000 active | AID 2549;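 note: plate controls were vehicle for no effect and no enzyme for full effect; nearly all actives have a fitted effect of over 30% in size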
Target sequence (P46063 whole entry, looked up): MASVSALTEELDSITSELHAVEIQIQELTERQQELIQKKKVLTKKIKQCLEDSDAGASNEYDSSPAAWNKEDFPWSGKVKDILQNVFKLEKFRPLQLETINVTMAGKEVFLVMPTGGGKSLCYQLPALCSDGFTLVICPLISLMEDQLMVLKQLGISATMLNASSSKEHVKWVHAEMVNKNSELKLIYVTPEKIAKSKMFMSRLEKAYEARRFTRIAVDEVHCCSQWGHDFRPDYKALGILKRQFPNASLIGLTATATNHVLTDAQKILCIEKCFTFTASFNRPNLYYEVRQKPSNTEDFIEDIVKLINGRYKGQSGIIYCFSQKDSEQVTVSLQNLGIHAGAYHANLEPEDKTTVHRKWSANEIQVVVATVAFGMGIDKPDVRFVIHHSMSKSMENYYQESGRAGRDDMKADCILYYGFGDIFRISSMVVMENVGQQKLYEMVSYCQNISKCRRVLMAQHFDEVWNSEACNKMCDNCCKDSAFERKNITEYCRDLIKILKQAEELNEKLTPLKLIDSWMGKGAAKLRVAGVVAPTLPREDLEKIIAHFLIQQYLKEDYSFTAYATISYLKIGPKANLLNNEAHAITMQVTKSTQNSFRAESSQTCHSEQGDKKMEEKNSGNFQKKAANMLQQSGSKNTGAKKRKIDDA
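50 nM RECQ1T1 preincubated 15 min with compound in Tris pH 8.0 buffer with MgCl2, DTT, Tween-20 and 2.5 ug/ml poly(dI-dC); started with 200 nM TAMRA/BHQ-2 forked duplex and 2 mM ATP. Unwinding read as fluorescence (525/598 nm), two reads 2 h apart.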
HTT ATP protect: Huntington cell model cytoprotection by ATP luminescence; Potency, µM (titrated, usually from 56.4 µM), without a hit: cytoprotection (ATP increase), most hits filed as activators; 0.14% of 230,000 active; PC12 HTT-Q103 induced, cytoprotection, ATP luminescence, 40 h;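 note: % of control where 0% means no effect; nearly all actives have a fitted effect of over 45% in size; toxic huntingtin expression switched on by the ecdysone agonist tebufenozide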
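Cells were plated at 1500 per well in phenol red-free DMEM with 5% equine and 5% calf serum. Tebufenozide (100 nM final) and compounds were added, then ATPlite reagent, and luminescence was read.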
TexasRed fluor: Texas Red fluorescence interference in TRb-SRC2 counter-screen. TRb/SRC2 Texas Red total fluorescence interference. 0.29% of 280,000 active. Potency, µM (titrated, usually from 106 µM), for the others: at the highest dose fluorescence change, negative = quenching; active = well fitted curve in either direction with a large enough effect; inconclusive = small, poorly fitted or top-dose-only effect; note: % is set by controls: 0 for no effect and ±100 for the full control effect
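Human TRβ ligand-binding domain (0.6 uM) and Texas Red SRC2 peptide (20 nM) in Tris buffer with 1 uM T3 and 5% DMSO were incubated with pinned compound for 5 hr at ambient temperature. Total fluorescence was computed as S + 2P (555/632 nm).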
L3MBTL1 block: blocks human L3MBTL1; Q9Y468; AlphaScreen L3MBTL1–H3K9me1 peptide binding; Potency, µM (series often up to 57.1 µM), for the others: at the top dose activity, negative = inhibition, hits mostly inhibitors; 0.66% of 230,000 active; AID 485360; note: % is set by controls: 0 for no effect and ±100 for the full control effect; nearly all actives have a fitted effect of over 60% in size
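First, the protein-peptide complex forms for 30 min at room temperature (L3MBTL1 50 nM, biotinylated H3K9me1 peptide 75 nM). Next, compounds are pin-transferred and incubated 30 min. Finally, AlphaScreen beads are added and read after 30 min.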
Tau fibril FP: blocks human tau fibril formation measured by polarization. K18 P301L tau heparin fibrillization, Alexa594 FP, 6 h. 0.39% of 280,000 active. Potency, µM (doses to about 57.7 µM), without a hit: at the highest dose activity, negative = inhibition, hits mostly inhibitors; note: % is set by controls: 0 for no effect and ±100 for the full control effect; nearly all actives have a fitted effect of over 55% in size
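Human tau K18 […] P301L fragment, 15 uM unlabeled plus 0.24 uM Alexa 594-labeled tau (final), with compound and 20 uM heparin in 100 mM sodium acetate pH 7; 6 hr at 37 C, then Alexa 594 FP read.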
Tau fibril ThT: inhibitors of human tau fibril formation, thioflavin T binding | P10636 | AID 1460 | 2.1% of 270,000 active | Potency, µM (titrated, usually from 57.4 µM), inactives show at the top dose activity, negative = inhibition, most hits filed as inhibitors | recombinant tau K18 P301L (four-repeat tau fragment), heparin-induced fibrillization, ThT fluorescence; note: % is set by controls: 0 for no effect and ±100 for the full control effect; nearly all actives have a fitted effect of over 55% in size
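Heparin-induced fibrillization of the P301L-mutant K18 repeat-domain fragment of human tau was followed by ThT binding in quantitative high-throughput format.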
TRb SRC2 PPI: TRbeta-SRC2 interaction inhibition | Potency, µM (doses to about 106 µM), without a hit: at the top dose activity change, negative = inhibition, usual class: inhibitors | AID 1469 | TRbeta-SRC2 peptide binding, fluorescence polarization; receptor liganded with 1 µM T3 | P10828 | 0.065% of 280,000 active;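 note: plate controls were bound peptide for no effect and peptide without receptor for full effect; nearly all actives have a fitted effect of over 50% in size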
Target sequence (P10828 whole entry, looked up): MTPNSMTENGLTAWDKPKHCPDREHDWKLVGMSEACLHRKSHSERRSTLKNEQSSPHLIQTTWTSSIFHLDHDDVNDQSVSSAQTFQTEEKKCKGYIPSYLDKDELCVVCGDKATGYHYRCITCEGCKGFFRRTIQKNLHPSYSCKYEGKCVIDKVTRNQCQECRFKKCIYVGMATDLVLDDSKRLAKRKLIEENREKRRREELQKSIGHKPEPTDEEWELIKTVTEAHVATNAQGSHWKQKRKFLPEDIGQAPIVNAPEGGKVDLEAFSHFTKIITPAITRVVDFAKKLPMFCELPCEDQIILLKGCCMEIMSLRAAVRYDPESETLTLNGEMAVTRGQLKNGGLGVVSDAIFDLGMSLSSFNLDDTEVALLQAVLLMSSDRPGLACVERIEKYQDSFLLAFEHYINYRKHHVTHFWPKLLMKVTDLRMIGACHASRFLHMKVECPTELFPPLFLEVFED
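Human TRb LBD (0.6 uM) plus Texas Red-labeled SRC2 peptide (20 nM), 1uM T3, 5% DMSO, 5 hr at ambient temperature. Decreased polarization (555/632 nm) flags inhibition; data normalized to free and bound peptide controls.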
An asterisk follows results filed as active; i = inactive; ? = inconclusive; · = no result given; & = joins results of further samples; [ ] = another dose, or the depositor's remark. Unless noted, calls come from the whole dose curve; as a rule, active = well fitted curve in the direction sought with a large enough effect; inconclusive = small, poorly fitted or top-dose-only effect, or another doubt; inactive = no such curve, though single readings can be large; an effect the other way counts as inactive or inconclusive. Potency is the fitted concentration of half-maximal effect. Some of the compounds tested; count on the stated rates, not on these rows.

SMILES	Tau fluor cs	RECQ1 inh	HTT ATP protect	TexasRed fluor	L3MBTL1 block	Tau fibril FP	Tau fibril ThT	TRb SRC2 PPI
CC(=O)N1CCCc2cc(S(=O)(=O)N3CCC(C(=O)NC4CCC(C)CC4)CC3)ccc21 (stereo unspecified)	1%	·	·	-5%	·	7%	9%	-1%
COc1ccc(C2(NC(C)=O)CCN(C(=O)c3ccco3)CC2)cc1	0%	-1%	4%	1%	-2%	-1%	-8%	13%
O=S(=O)(c1ccc(NC(=S)NN=C2CCCCC2)cc1)N1CCOCC1	-16%	0%	-33%[inhibitor]	-1%	8%	8%	-18%	3%
CCOc1cccc(NC(=O)c2ccc(S(=O)(=O)N(C)C)cc2)c1	-15%	?	-4%[10 µM]	-4%	-1%	-7%	-5%	0%
CC1CCCCC1NC(=O)CSc1nnc(-c2ccccc2)n1N (stereo unspecified)	-1%	-4%	1%[10 µM]	0%	-8%	7%	3%	-15%
CC(C)N1CN=C(Nc2nc3ccccc3o2)NC1	7%	-7%	-32%	-3%	13%	4%	3%	-4%
CC(=O)Nc1ccc(NC(=O)C(C)OC(=O)C2(c3ccc(F)cc3)CCCC2)cc1 (stereo unspecified)	?	-6%	2%[10 µM]	-2%	·	-2%	-10%	-1%
O=C(NCC1CCCO1)C(c1ccc(N2CCOCC2)cc1)N(C(=O)Cn1nnc2ccccc21)c1ccccc1F (stereo unspecified)	2%	-14%	·	0%	-2%	4%	-3%	3%
O=C(NN=C1CCCC1)c1cc(-c2ccccc2)n[nH]1	4%	10%	17%[10 µM]	-1%	4%	0%	?	8%
COC(=O)c1cn(C(=O)/C=C/c2ccc(OC)c(OC)c2)c2ccccc12	-20%	i	6%[10 µM]	0%	2%	-4%	-2%	-8%
C=CCC(C)(O)c1ccc(OC)cc1 (stereo unspecified)	-10%	-2%	-30%[inhibitor]	-2%	·	-6%	-3%	-1%
CC(=O)c1cccc(NC(=O)CSc2nnc(-c3ccc(S(=O)(=O)N4CCCC4)cc3)o2)c1	-5%	1%	-8%	-2%	11%	-3%	5%	-9%
OC(Cn1cncn1)(Cn1cncn1)c1ccc(F)cc1F	-12%	i	?	-2%[201 µM]	·	-2%	-10%	4%[201 µM]
Cc1noc(C)c1S(=O)(=O)N1CCC(C(=O)NCCCN2CC(C)CC(C)C2)CC1 (stereo unspecified)	0%	-3%	-8%	-2%	·	4%	-3%	-7%
CCn1c(C(=O)Nc2ccsc2C(=O)OC)cc2sc(Cl)cc21	-13%	-16%	-10%	-2%	·	5%	-22%	-6%
COc1ccc(Br)c2c1C(=O)CC2	0%	-7%	2%[10 µM]	-1%	8%	4%	0%	-8%
O=c1[nH]c(SCc2ccccc2)nc2[nH]ncc12	0%	-2%	-43%[inhibitor]	-3%	·	6%	-4%	-5%
CCc1ccc(CNC(=O)c2cnc3sc(N(CC)CC)nn3c2=O)cc1	-11%	·	·	-19%	·	-4%	-6%	4%
CCOC(=O)C1CCN(C(=O)CN2C(=O)C(CC)Oc3ccccc32)CC1 (stereo unspecified)	1%	-3%	4%[0.074 µM]	-1%	19%[11.4 µM]	-3%	-5%	-3%
O=C(N/N=C/c1c(O)n(-c2ccc(Cl)cn2)c(=O)c2ccccc12)c1ccncc1	-21%	4%	-53%[inhibitor][10 µM]	-2%	-5%	15%	-2%	1%
CCc1ccccc1-n1c(N)c(C(=O)OC)c2nc3ccccc3nc21	-12%	·	·	-5%	·	4%	-4%	9%
CCN(CC)CCCNC(=O)Cn1ccc2ccccc2c1=O	2%	i	-4%	0%	5%	5%	1%	-1%
CC(=O)CC(=O)NC1C2CC3CC(C2)CC1C3 (stereo unspecified)	2%	11%	8%	-2%	-1%	0%	-7%	-7%
CN(C)C(=O)c1ccc(Oc2ccc(C(=O)N(C)C)cc2)cc1	0%	0%	-31%	-2%	5%	-5%	-2%	7%
Cc1cccc(NC(=O)C2CCN(S(=O)(=O)c3ccc4c(c3)CCCN4C(=O)C3CCC3)CC2)c1	-17%	·	·	1%	·	4%	-3%	-1%
O=C(Cn1nnc(-c2ccccc2Cl)n1)N1CCN(S(=O)(=O)c2ccc(Cl)cc2)CC1	-18%	-5%	6%[10 µM]	-6%	-5%	-1%	-6%	-2%
COc1ccc(-c2nc(-c3ccccn3)ncc2S(C)(=O)=O)cc1	-1%	-13%	21%[10 µM]	1%	0%	-4%	-3%	-3%
Cc1occc1-c1nnc(-c2cc([N+](=O)[O-])cc([N+](=O)[O-])c2)o1	5%	-7%	13%[10 µM]	2%	?	5%	10%	4%
COC(=O)c1cc2occc2n1Cc1nc(-c2ccccc2C)oc1C	-14%&-14%	-16%	·	2%&0%	3%	0%&-9%	-10%&-15%	-1%&3%
COc1ccc(-c2cc(C(=O)Nc3ccccc3SC)no2)cc1	-8%	i	-6%	-3%	·	0%	-19%	-4%
FC(F)(Cl)c1nnc2ccc(Sc3ccccn3)nn12	2%	-3%	-27%	0%	8%	-1%	-4%	-1%
CCOc1ccc(/C=C/C(=O)c2ccccc2)cc1OC	5%	-9%	20%[10 µM]	-2%	-4%	7%	?	6%
COc1ccccc1/C=C1\SC(=S)N(C(C(=O)O)c2ccccc2)C1=O (stereo unspecified)	-2%	-6%	16%[10 µM]	-3%	-9%	-2%	?	-1%
Nc1nonc1-c1nc2ccccc2n1CC(=O)Nc1ccc(F)cc1	?	·	·	0%	·	?	?	8%
CCn1cc(C(=O)N2CCc3ccccc32)c(=O)c2cc(S(=O)(=O)N3CC(C)CC(C)C3)ccc21 (stereo unspecified)	-23%	-2%	·	2%	1%	5%	?	-1%
CCOC(=O)CN1C(=O)N[C@@H](c2ccc(Br)cc2)C(C(=O)OC)=C1C	-4%[11.6 µM]	-15%[11.5 µM]	1%&10%[10 µM]	0%[11.2 µM]	·	-2%[11.6 µM]	3%[11.5 µM]	2%[11.2 µM]
Cc1oc(-c2ccccc2Cl)nc1Cn1c(SCc2cccc(F)c2)nc2cccnc21	-24%	·	·	-3%	·	-2%	?	2%
Cn1cc(Br)c(NS(=O)(=O)c2ccc(Cl)s2)n1	1%	-12%	5%[10 µM]	-2%	11%	-2%	-5%	2%
O=C(COc1ccc2ccccc2c1)Nc1ccc(S(=O)(=O)N2CCCCCC2)cc1	?	-4%	1%[10 µM]	-1%	-4%	-9%	7%	-12%
Cc1c(Cl)cnc(NC(=O)COC(=O)CCS(=O)(=O)c2ccccc2)c1Cl	-6%	-8%	-13%	3%	-15%	-1%	-8%	-11%
O=C(CCCc1nc2ccccc2s1)Nc1ccccc1	-17%	-11%	-15%	1%	·	0%	-20%	4%
O=C(Nc1c(C(=O)O)[nH]c2ccccc12)NC1CCCCC1	-26%	7%	26%[0.074 µM]	0%	22%	-4%	?	-4%
CC(=O)n1nc(-c2cccc(C)c2)nc1SCC(=O)Nc1ccccc1	-7%	-8%	16%[10 µM]	-5%	-2%	-6%	-16%	2%
CC(=O)Nc1ccc(NC(=O)COc2c(C)cc(Br)cc2C)cc1	-4%	-6%	26%	0%	-18%[11.4 µM]	2%	-1%	0%
Cc1cc(C)n(CC(O)COc2cccc(OCC(O)Cn3nc(C)cc3C)c2)n1 (stereo unspecified)	3%	-2%	2%	-6%	-2%	-8%	0%	4%

Quoted from the listing:
Cn1cc(Br)c(NS(=O)(=O)c2ccc(Cl)s2)n1 in Tau fluor cs is listed with 1%
Cc1oc(-c2ccccc2Cl)nc1Cn1c(SCc2cccc(F)c2)nc2cccnc21 in Tau fluor cs is listed with -24%

The results go on:
SMILES	Tau fluor cs	RECQ1 inh	HTT ATP protect	TexasRed fluor	L3MBTL1 block	Tau fibril FP	Tau fibril ThT	TRb SRC2 PPI
O=C(NC1CCN(Cc2nnnn2CCc2ccccc2)CC1)c1ccccc1F	2%	8%	16%[10 µM]	-2%	-11%	5%	1%	-25%
CC(=O)c1cccc(NC(=O)Cn2nc(-c3ccc(Cl)cc3)ccc2=O)c1	-10%	-8%	16%[10 µM]	-3%	1%	-13%	7%	5%
COc1ccc(OC)c(C2CC(c3c(-c4ccccc4)c4cc(Cl)ccc4[nH]c3=O)=NN2S(C)(=O)=O)c1 (stereo unspecified)	?	i	-33%	1%	4%	-12%	-6%	-21%
CN1CC(=O)N2[C@H](c3ccc4c(c3)OCO4)c3[nH]c4ccccc4c3C[C@@H]2C1=O	-8%	-6%	·	-2%	·	5%	-3%	4%
CCCS(=O)(=O)N1CCC(C(=O)N2CCC(Cc3ccccc3)CC2)CC1	-5%	-4%	-4%	0%	-2%	-4%	-10%	-4%
CSc1nc2ccsc2c(=O)n1-c1ccccc1	-4%	1%	-4%	0%	·	6%	-5%	5%
Cc1ccc(C2=NC(C(F)(F)F)(C(F)(F)F)c3c(n(-c4ccc(F)cc4)c(=O)[nH]c3=O)N2)cc1	5%	-8%	3%[10 µM]	-1%[53 µM]	4%	0%	0%	-2%[53 µM]
CCOc1ccc(N(CC(=O)Nc2cccc(N(C)S(C)(=O)=O)c2)S(=O)(=O)c2ccccc2)cc1	-24%	-11%	·	0%	0%	-8%	-3%	3%
C=CCn1c(O)c(N=NC(=S)Nc2ccccc2F)c2ccccc21	?	-18%	-28%	-1%	·	6%	?	-1%
COCc1cc(=O)n2[nH]c(C(F)(F)F)nc2n1	-3%	-1%	-1%	1%	·	-2%	-3%	-4%

Compounds above containing a COOH group:
SMILES	Tau fluor cs	RECQ1 inh	HTT ATP protect	TexasRed fluor	L3MBTL1 block	Tau fibril FP	Tau fibril ThT	TRb SRC2 PPI
COc1ccccc1/C=C1\SC(=S)N(C(C(=O)O)c2ccccc2)C1=O (stereo unspecified)	-2%	-6%	16%[10 µM]	-3%	-9%	-2%	?	-1%
O=C(Nc1c(C(=O)O)[nH]c2ccccc12)NC1CCCCC1	-26%	7%	26%[0.074 µM]	0%	22%	-4%	?	-4%

A second format for 2 compounds above.
mol,Tau fluor cs,RECQ1 inh,HTT ATP protect,TexasRed fluor,L3MBTL1 block,Tau fibril FP,Tau fibril ThT,TRb SRC2 PPI
CN1CC(=O)N2[C@H](c3ccc4c(c3)OCO4)c3[nH]c4ccccc4c3C[C@@H]2C1=O,-8%,-6%,·,-2%,·,5%,-3%,4%
CC(=O)c1cccc(NC(=O)Cn2nc(-c3ccc(Cl)cc3)ccc2=O)c1,-10%,-8%,16%[10 µM],-3%,1%,-13%,7%,5%
